NOD2-RIPK2 inh: NOD2-RIPK2 protein interaction inhibition; inhibition, % at 4.98 µM; CHO BLA complementation NOD2-RIPK2, CCF4 ratio; 360,000 tested, 0.38% active; AID 624267; O43353; in the data active means inhibition above about 21%;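 further: 0% = vehicle only and 100% = reference blocker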
ABHD5 PLIN5 PPI: blocks binding of human ABHD5 to perilipin-5 | Split G. princeps luciferase complementation, luminescence, 4 h | AID 602281 | 360,000 tested, 0.78% active | Q00G26+Q8WTS1 | inhibition, % at 4 µM;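 active means inhibition above the mean inhibition across every tested compound plus 3 SD, cut at about 22% in these data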;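 further: 0% = DMSO only wells and the 100% control is not disclosed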
NCOA2 inhibitor: inhibits human steroid receptor coactivator 2; 370,000 tested, 0.17% active; AID 651957; Q15596; HEK293 GAL4-SRC2 luciferase reporter, luminescence; inhibition, % at 9 µM;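 active means inhibition above the mean inhibition of all tested compounds plus 3 SD, set per campaign, cut at about 52% in these data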;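 further: 0% = DMSO treated cells and 100% = cells given Gossypol at 36 µM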
MC4R antag cAMP: blocks human MC4R cAMP signaling. P32245. MC4R-expressing cells, MTII-stimulated cAMP, LANCE TR-FRET. inhibition, % at 6.5 µM. 360,000 tested, 0.48% active;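 active means inhibition above its plate's cutoff, the mean of tested wells on that plate plus 3 SD, cut at about 29% in these data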;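 further: 0% = Melanotan II alone and 100% = Melanotan II plus saturating MCL0020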
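Material – human MC4R-expressing U2OS cells · Repeats – no replicates · Detection – TR-FRET with Eu-cAMP and labeled anti-cAMP, 671 nm · Times – compound 30 min, challenge 1 h, detection 1 h · Compound – single nominal compound dose of 6.5 µM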
TLR9-MyD88 block: blocks human TLR9 binding to MyD88; Q9NR96+Q99836; inhibition, % at 4.98 µM; AID 504734; CHO BLA complementation TLR9-MyD88, CCF4 FRET ratio; 340,000 tested, 0.21% active;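 active means inhibition above the mean over all tested compounds plus 3 SD, cut at about 21% in these data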;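 further: 0% = DMSO only wells and 100% = clavulanate BLA inhibitor control wells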
HTR2A ag: activates the mouse 5-HT2A serotonin receptor. 360,000 tested, 0.66% active. CHO-K1 mHTR2A beta-arrestin complementation, luminescence; percent of 30 µM serotonin response. P35363. activation, % at 7.6 µM;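 active means activation above a run cutoff, the mean activation of all tested compounds plus 3 SD, cut at about 14% in these data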;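 further: 0% = plate median of compound wells and 100% = 30 µM serotonin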
MC4R ag barr: agonists of human melanocortin 4 receptor (MC4R) beta-arrestin; P32245; U2OS MC4R beta-arrestin complementation, luminescence; percent of melanotan II response, DMSO zero; activation, % at 8.9 µM; 360,000 tested, 0.98% active; AID 540308;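 active means activation above a per-plate cutoff, the mean activation of sample wells on that plate plus 3 SD, cut at about 8% in these data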
Glyco luc inh: blocks N-linked glycosylation in D54 reporter cells; 360,000 tested, 0.23% active; AID 588692; reporter increase, % at 12.5 µM; D54 ERlucT glycosylation luciferase reporter, 24 h; percent of 100 nM tunicamycin response;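 active means mean luciferase reporter signal, scaled so untreated is 0 and the glycosylation-blocking control 100, at or above a set limit in every replicate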;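 further: luciferase carries N-glycosylation sites so blocking glycosylation raises the light; 0% = median of neutral control wells and 100% = median of 100 nM tunicamycin wells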
ABCB6 inh 2: human ABCB6 transporter inhibition. K562-ABCB6 porphyrin accumulation, flow cytometry, 1 h; stronger effect = lower value. fluorescence ratio to DMSO, % at 10 µM. 360,000 tested, 0.19% active. AID 602162;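 active means fluorescence ratio to DMSO below 75%, the collection mean minus 3 SD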;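 further: signal is porphyrin accumulated inside mitochondria; 100% equals median channel fluorescence of DMSO control wells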
Cardio protect: myocardial damage modulation in H9c2 cells | H9c2 cardiomyocytes, H2O2 injury protection, ATPLite, 2 h | protection from H2O2 cell death, % at 20 µM | 360,000 tested, 0.63% active | AID 588492;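 active means compounds giving at least 50% protection of heart cells from peroxide-induced death in the single-dose screen, raw or plate-pattern-corrected value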;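 further: 0% = DMSO wells with peroxide and 100% = DMSO wells without peroxide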
Starred values were filed as active, the others as inactive; . = not tested or not shown. This is a subset; count on the stated rates, not on these rows.

SMILES	NOD2-RIPK2 inh	ABHD5 PLIN5 PPI	NCOA2 inhibitor	MC4R antag cAMP	TLR9-MyD88 block	HTR2A ag	MC4R ag barr	Glyco luc inh	ABCB6 inh 2	Cardio protect
CSc1ccc(S(=O)(=O)Nc2ccc(OCC(=O)N3CCOCC3)cc2)cc1	-3	4	10	4	3	0	-1.5	0	101	-1
COc1ccc(C(N)c2csc(Nc3ccc(C(=O)c4ccccc4)cc3)n2)cc1 (centres undefined)	-3	5	-1	7	.	-1	6.9	-4	95	4
COc1ccc(N/C(N)=N/c2nc(C)cc(C)n2)c(OC)c1	3	-2	17	-2	5	-3	-2.6	1	98	-20
Cc1ccc(C(=O)Nc2ncccc2O)o1	-4	16	-30	5	2	5	-0.1	0	102	-2
CCOC(=O)c1cnc(SC)nc1Oc1cccc(NS(=O)(=O)c2ccccc2)c1	-16	6	4	4	-7	7	-0.7	3	95	6
CC(C)(C)NC(=O)CSc1nncn1-c1ccccc1	-9	8	14	8	4	0	-0.8	-1	104	-2
COc1nc(N=C(N)N)nc2c(C)cccc12	8	-10	-32	0	-12	-5	-1.6	7	96	2
C=CCn1c(SCC(=O)N2CCc3ccccc3C2)nc2ccccc2c1=O	-6	7	-31	2	-11	0	-1.8	-1	86	-14
COc1ccc(C)cc1NC(=O)NC1CC(=O)N(c2ccc3c(c2)OCCO3)C1 (centres undefined)	-12	0	17	-2	1	5	-1.1	0	98	3
COc1cc(/C=C2\C(=O)N(CCC#N)N=C2C)ccc1OCC(=O)Nc1ccccc1	-1	6	-39	-25	-3	-2	-3.6	-5	97	-8
Cc1ccccc1Nc1c([N+](=O)[O-])ccc2nonc12	-9	-2	19	-8	-1	0	0.6	1	101	-4
O=C(NNc1ccccc1C(F)(F)F)c1cccs1	1	-4	6	5	0	1	-2.0	1	96	-5
O=C(NCCc1ccccc1)C1CCCN(S(=O)(=O)c2cccnc2)C1 (centres undefined)	-1	-1	10	8	3	-5	-1.1	1	97	-13
Cc1ccc(O)c(NC(=O)C2CC(c3cccc(Br)c3)=NO2)c1 (centres undefined)	13	-3	6	13	4	-9	4.0	1	96	2
CN(C)C(=O)CCc1ccc2c3c([nH]c2c1)[C@]1(CCC2CCCC2)[C@@H](C(=O)N2CCOCC2)C[C@H](CC(=O)NCCc2ccccn2)C(=O)N1CC3	-14	-8	1	10	-2	5	-1.4	2	99	0
O=S(=O)(NCCS(=O)(=O)N1CCN(c2ccccc2)CC1)c1ccccc1	-4	1	-7	-5	2	-1	0.6	0	95	-1
CCCN(C(=O)COC(=O)C12CCC(=O)N1c1ccccc1S2)c1c(N)n(Cc2ccccc2)c(=O)[nH]c1=O (centres undefined)	7	-4	-5	1	-1	0	0.7	3	102	2
CCN(CC)S(=O)(=O)c1ccc(N/N=C/c2cccnc2)nc1	-3	-3	-16	20	0	-2	-2.6	-1	100	6
O=C(O)c1ccc(N2CCN(c3ccc(Cl)cc3)CC2)c([N+](=O)[O-])c1	2	-1	5	2	-13	9	-1.2	0	99	0
Cc1nnc(SCC(=O)O)s1	-6	-2	8	11	-1	2	-0.5	1	83	8

Only ABHD5 PLIN5 PPI, for 2 of the compounds above:
Molecule,ABHD5 PLIN5 PPI
O=C(NNc1ccccc1C(F)(F)F)c1cccs1,-4
O=C(NCCc1ccccc1)C1CCCN(S(=O)(=O)c2cccnc2)C1 (centres undefined),-1

3 compounds from above, ordered by the number in HTR2A ag, smallest number first:
canonical_smiles	HTR2A ag
COc1ccc(N/C(N)=N/c2nc(C)cc(C)n2)c(OC)c1	-3
CCN(CC)S(=O)(=O)c1ccc(N/N=C/c2cccnc2)nc1	-2
COc1ccc(C)cc1NC(=O)NC1CC(=O)N(c2ccc3c(c2)OCCO3)C1 (centres undefined)	5

(list continues)
SMILES	NOD2-RIPK2 inh	ABHD5 PLIN5 PPI	NCOA2 inhibitor	MC4R antag cAMP	TLR9-MyD88 block	HTR2A ag	MC4R ag barr	Glyco luc inh	ABCB6 inh 2	Cardio protect
O=C(O)c1cccc(S(=O)(=O)Nc2ccc(N3CCCCC3)cc2)c1	-14	-3	12	9	-12	2	0.3	2	102	-1
Cc1c(/C(O)=C2/C(=O)C(=O)N(CCN3CCOCC3)C2c2cccnc2)cnn1-c1ccccc1 (centres undefined)	2	2	-30	1	-4	-2	0.3	1	96	0
NC(=O)/C=C/C(=O)Nc1ccc(Cl)cc1	0	8	13	5	-1	-2	-3.1	16	99	-35
O=C(NCCNc1ccc([N+](=O)[O-])cc1)c1ccccc1Br	-3	2	-8	-4	11	-3	-2.4	5	102	-1
C=CC[C@@H](CC(=O)N(CCO)Cc1ccccc1)C(=O)NC[C@@H](OC(=O)[C@@H](CC=C)CC(=O)OC(C)(C)C)c1ccccc1	-4	0	-13	2	-3	2	0.1	-2	99	18
COc1cc2c(cc1O)CCN(C(=O)CSc1nncn1C)[C@@H]2C	-4	6	-13	8	-9	0	0.5	2	107	7
C=CCNC(=O)C1CC(=O)N(c2ccc(OCc3ccc(F)cc3)cc2)C1 (centres undefined)	3	2	-62	-5	5	-1	-0.6	-9	96	-2
C#CCN1C(=O)C(O)(CC(=O)c2cc(OC)ccc2OC)c2ccccc21 (centres undefined)	2	2	-7	10	-7	-9	-1.7	-1	99	-2
C=CC[C@H](CC(=O)N[C@H](CO)Cc1ccccc1)C(=O)N[C@@H](COC(=O)[C@H](CC=C)CC(=O)OC(C)(C)C)Cc1c[nH]c2ccccc12	-8	7	4	7	10	-3	0.2	-1	104	13
Cc1ccc(/C=C/C(=O)O)cc1S(=O)(=O)NCC1CCCO1 (centres undefined)	-6	5	-24	2	5	0	-2.6	-1	101	2
COCCNC(=O)[C@@H]1CSC2c3ccc(OC)c(OC)c3C(=O)N21 (some centres undefined)	-17	-11	6	2	-4	0	0.1	0	91	8
CCS(=O)(=O)c1ccc(-c2cccc(NC(=O)COc3ccc(Cl)cc3)c2)nn1	0	14	-5	-1	-3	7	2.5	0	101	-4
C[C@H](CO)N1C[C@H](C)[C@@H](CN(C)C(=O)Nc2ccccc2)Oc2ccc(NC(=O)CCN3CCOCC3)cc2C1=O	-6	9	6	5	-6	-2	-0.7	0	98	16
COc1ccc(CN2C(=O)NC3(CCCCC3)C2=O)cc1F	-12	0	7	2	-10	1	1.2	1	92	2
COc1cccc(C(c2nnnn2C(C)(C)C)N2CCN(C/C=C/c3ccccc3)CC2)c1OC (centres undefined)	-2	0	-4	.	.	-10	.	-5	100	2
O=C(NCC1CCCO1)c1cc2c(s1)CS(=O)(=O)C2 (centres undefined)	-11	-6	7	0	3	5	-0.9	0	101	5
COc1ccc(N2C(=NC(=O)c3ccc(Br)cc3)SC3CS(=O)(=O)CC32)cc1 (centres undefined)	8	1	-5	5	-1	-3	-0.6	-2	98	-7
CCCc1noc(-c2cccc([N+](=O)[O-])c2)n1	-11	-2	-9	8	2	0	-1.9	0	97	-8
Cc1ccc(-c2ncns2)cc1	0	2	-30	9	-5	-1	1.1	-1	93	4
O=C(NCc1cc(Cl)cc(Cl)c1)c1ccc2sc([C@H]3C[C@H](O)[C@@H](CO)O3)nc2c1	-8	0	2	-3	.	13	-0.2	-1	94	5

Continued, starting with the last seven of the part before.
SMILES	NOD2-RIPK2 inh	ABHD5 PLIN5 PPI	NCOA2 inhibitor	MC4R antag cAMP	TLR9-MyD88 block	HTR2A ag	MC4R ag barr	Glyco luc inh	ABCB6 inh 2	Cardio protect
COc1ccc(CN2C(=O)NC3(CCCCC3)C2=O)cc1F	-12	0	7	2	-10	1	1.2	1	92	2
COc1cccc(C(c2nnnn2C(C)(C)C)N2CCN(C/C=C/c3ccccc3)CC2)c1OC (centres undefined)	-2	0	-4	.	.	-10	.	-5	100	2
O=C(NCC1CCCO1)c1cc2c(s1)CS(=O)(=O)C2 (centres undefined)	-11	-6	7	0	3	5	-0.9	0	101	5
COc1ccc(N2C(=NC(=O)c3ccc(Br)cc3)SC3CS(=O)(=O)CC32)cc1 (centres undefined)	8	1	-5	5	-1	-3	-0.6	-2	98	-7
CCCc1noc(-c2cccc([N+](=O)[O-])c2)n1	-11	-2	-9	8	2	0	-1.9	0	97	-8
Cc1ccc(-c2ncns2)cc1	0	2	-30	9	-5	-1	1.1	-1	93	4
O=C(NCc1cc(Cl)cc(Cl)c1)c1ccc2sc([C@H]3C[C@H](O)[C@@H](CO)O3)nc2c1	-8	0	2	-3	.	13	-0.2	-1	94	5
CCCCn1cnc2c([nH]c3cc(OC)ccc32)c1=O	-7	-1	-55	5	-8	3	-0.7	6	97	0
COc1ccc(CCNC(=O)c2cc(-c3ccc(Cl)c(Cl)c3)oc2C)cc1	-2	-2	-7	0	0	1	-1.0	-1	97	-15
O=C(Nc1cccc2cccnc12)c1cccnc1	1	-2	-15	-4	-5	2	-1.5	3	88	1
CCOc1ccc(S(=O)(=O)Nc2cccc(C(=O)N3CCN(C(C)=O)CC3)c2)cc1	-1	9	-7	0	0	-1	-2.7	1	104	-7
CCOc1cc(C2NC(=O)NC(O)(C(F)(F)F)C2C(=O)c2ccc(Cl)cc2)ccc1O (centres undefined)	-18	0	-1	6	1	-6	-0.7	0	84	0
Cc1cccc(OCC(O)CN2CC3(C)CC2CC(C)(C)C3)c1 (centres undefined)	-24	4	-13	16	-8	1	6.9	-1	95	2
Cc1nc2c(C)cccn2c1C(=O)c1ccccc1	-8	-2	-17	-4	3	-4	0.1	0	99	-13
Cc1ccc(NC(=S)Nc2ccc3[nH]c(=O)[nH]c3c2)cc1C	2	2	-69	0	-1	5	1.1	-1	96	-5
Cc1ccc(-c2nc3c(C)cc(Br)cn3c2Cc2ccccc2)cc1	-4	1	11	.	.	-4	.	.	122	.
Cn1c(SCC(=O)N2CCN(Cc3ccccc3)CC2)nnc1-c1ccncc1	-7	-3	6	8	2	-4	-1.0	2	106	-2
O=C(NCC1CCCO1)c1ccccc1-c1nc(-c2ccc(Cl)cc2)no1 (centres undefined)	4	-2	-1	4	-1	-4	-2.7	-1	99	-4
c1ccc2[nH]c(SCc3ccc(-c4nnco4)cc3)nc2c1	-20	2	-32	1	-6	-1	-0.9	-1	94	-20
CNC(=O)CSc1nnc(-c2ccccc2F)n1CCc1ccccc1	-10	-6	-4	3	0	-7	0.1	-1	91	0

Source: PubChem BioAssay
